# DRD3 agonist: qHTS of D3 Dopamine Receptor Agonist: qHTS. AID 652048, 2013. 0.58% of 410,000 active. max activation, %. D3R DiscoveRx beta-arrestin cells, luminescence, 90 min. D(3) dopamine receptor (Homo sapiens), P35462; in the data active = max activation above about 30%; note: 0% is about no effect; mostly tested at two doses, the higher about 12 µM
# Target sequence (P35462 whole entry, looked up): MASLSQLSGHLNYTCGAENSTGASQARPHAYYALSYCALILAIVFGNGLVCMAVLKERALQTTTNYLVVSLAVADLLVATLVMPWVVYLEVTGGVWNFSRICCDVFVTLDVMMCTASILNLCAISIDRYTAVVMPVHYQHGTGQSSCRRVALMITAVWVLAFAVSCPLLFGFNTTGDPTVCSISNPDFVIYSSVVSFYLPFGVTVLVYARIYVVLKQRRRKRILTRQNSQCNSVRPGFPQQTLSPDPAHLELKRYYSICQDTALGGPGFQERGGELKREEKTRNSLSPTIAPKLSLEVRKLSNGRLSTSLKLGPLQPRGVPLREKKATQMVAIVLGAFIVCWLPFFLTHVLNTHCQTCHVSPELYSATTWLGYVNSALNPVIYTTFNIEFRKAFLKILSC
#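 Agonist mode: compounds and dopamine controls were applied to plated cells for 90 min at 37 degrees C after an overnight attachment at 1500 cells/well. Luminescent read-out followed 30 - 60 minutes at room temperature with DiscoveRx detection reagent.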
# HEK293 tox: qHTS of GLP-1 Receptor Inverse Agonists: Cytotox Screen; HEK293 cAMP-luciferase reporter cells, luminescence, 24 h; Potency, µM (highest dose often 38.3 µM), inactives show top-dose activity change, negative = inhibition, actives largely listed as inhibitors; 0.13% of 410,000 active;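 note: loss of luciferase light is scored as toxicity; potency is the fitted concentration of half-maximal effect; % is set by controls: 0 for no effect and ±100 for the full control effect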
#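 A 23 nL compound transfer followed 12 hours of cell culture at 37 deg C; exposure then lasted 24 hr. Luciferase assay detection reagent was dispensed and plates read for luminescence after a 12 min room-temperature wait.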
# GLP1R inv ag: qHTS of GLP-1 Receptor Inverse Agonists (Inhibition Mode) | AID 624417, 2012 | HEK293 GLP-1R CRE-luciferase, luminescence, 24 h; GLP-1R form is constitutively active | Potency, µM (series often up to 38.3 µM), for inactives: at the top dose activity change, negative = inhibition, actives largely listed as inhibitors | 1.6% of 410,000 active | Glucagon-like peptide 1 receptor (Homo sapiens), P43220; note: potency is the fitted concentration of half-maximal effect; % is set by controls: 0 for no effect and ±100 for the full control effect; nearly all actives have a fitted effect of over 55% in size
# Target sequence (P43220 whole entry, looked up): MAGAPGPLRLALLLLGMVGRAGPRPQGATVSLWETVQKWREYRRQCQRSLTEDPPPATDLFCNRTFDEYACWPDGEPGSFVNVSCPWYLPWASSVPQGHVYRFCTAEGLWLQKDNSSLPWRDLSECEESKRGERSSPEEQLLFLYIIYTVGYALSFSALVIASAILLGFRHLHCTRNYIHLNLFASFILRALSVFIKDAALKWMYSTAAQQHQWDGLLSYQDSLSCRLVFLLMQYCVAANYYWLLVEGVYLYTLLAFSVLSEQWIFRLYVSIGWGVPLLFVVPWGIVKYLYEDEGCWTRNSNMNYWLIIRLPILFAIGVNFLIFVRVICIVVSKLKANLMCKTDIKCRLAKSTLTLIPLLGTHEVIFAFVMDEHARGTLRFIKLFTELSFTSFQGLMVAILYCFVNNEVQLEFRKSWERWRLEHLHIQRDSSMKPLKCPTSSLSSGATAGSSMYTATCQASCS
#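 Luminescence readout: a drop in cAMP-driven luciferase signal flags inverse agonism at a constitutively active GLP-1R stably expressed in HEK293. Compound exposure lasted 24 hr at 37 deg C, 5% CO2.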
# The depositor's hits bear a star; u = inconclusive; [ ] = another dose, or the depositor's remark. Unless noted, calls come from the whole dose curve; as a rule, active = well fitted curve in the direction sought with a large enough effect; inconclusive = small, poorly fitted or top-dose-only effect, or another doubt; inactive = no such curve, though single readings can be large; an effect the other way counts as inactive or inconclusive. An excerpt, so the mix of outcomes need not match the whole.
SMILES,DRD3 agonist,HEK293 tox,GLP1R inv ag
COc1ccc(C(=O)Oc2c(Sc3ccc(C)cc3)c(C)nn2C(C)(C)C)c(OC)c1,-10,-6%,u
CCOC(=O)c1ccc(NC(=O)c2ccc(CN3C(=O)CCn4nc(C)cc43)cc2)cc1,-4,6%,7%
CCC1CN(C(=O)N2CCC(C(=O)N3CCN(c4ccccc4)CC3)CC2)c2ccccc2O1 (configuration not stated),14,-5%,-28%
CCOC(=O)c1c(C)oc2nc(C)nc(N3CCN(c4ccccc4F)CC3)c12,4,3%,9%
Cn1c(-n2cccc2)c(-c2c(-c3ccccc3)[nH]c3c2c(=O)n(C)c(=O)n3C)c(=O)n(C)c1=O,1,1%,9%
COc1ccccc1CNC(=O)CSc1nnc(C)c2c(C)n(-c3ccccc3)nc12,-11,-1%,0%
O=C(Cn1ccn(-c2ccc(F)c(F)c2)c(=O)c1=O)NCc1ccccc1,-15,-4%,-8%
COc1ccc(N2CC(NC(=O)c3ccc(S(=O)(=O)N4CCCCC4)cc3)CC2=O)cc1 (configuration not stated),4,10%,11%
CCc1ccccc1NC(=O)Cn1c(=O)n(-c2ccccc2)c(=O)c2oc3ccccc3c21,-14,13%,4%
CCCCc1nn2c(=O)cc(COC(=O)c3cccc(NC(=O)COc4ccccc4)c3)nc2s1,-18,25%,27%
CCOC(=O)c1ccc2c(c1)N(Cc1cccc(OC)c1)C(=O)c1ccccc1S2(=O)=O,9,-9%,-7%
CCC(C)NC(=O)c1cc(Sc2cccc(Cl)c2)nc2ccccc12 (configuration not stated),24,-7%,-20%
CCOc1ccccc1Nc1sc(C(=O)c2ccccc2)c(N)c1C(=O)Nc1ccccc1,-2,1%,u
O=C(Nc1ccc(F)cc1)N1CCN(c2ccccc2F)CC1,-19,-3%,-11%
Cc1cccc(C(=O)NCc2nc3ccccc3n2Cc2ccccc2Cl)c1,-6,-5%,u
Cn1c(=O)c2nc(SCC(=O)Nc3cc(Cl)cc(Cl)c3)n(C)c2n(C)c1=O,0,3%,8%
COc1cc(C2c3c(oc4ccc(F)cc4c3=O)C(=O)N2c2nc(C)c(C)s2)cc(OC)c1OC (configuration not stated),-6,0%,11%
Cc1ccc(NC(=O)c2ncoc2-c2ccco2)cc1Cl,-5,-15%,2%
CCOc1ccc2nc(C)cc(Nc3ccccc3OCC)c2c1,-17,-33%,u
COc1ccc(N2CCN(C(=O)CCn3nc(C)c(S(=O)(=O)N4CCCC4)c3C)CC2)cc1,-8,5%,-5%

# Continued (four carried over from the part before).
SMILES,DRD3 agonist,HEK293 tox,GLP1R inv ag
COc1cc(C2c3c(oc4ccc(F)cc4c3=O)C(=O)N2c2nc(C)c(C)s2)cc(OC)c1OC (configuration not stated),-6,0%,11%
Cc1ccc(NC(=O)c2ncoc2-c2ccco2)cc1Cl,-5,-15%,2%
CCOc1ccc2nc(C)cc(Nc3ccccc3OCC)c2c1,-17,-33%,u
COc1ccc(N2CCN(C(=O)CCn3nc(C)c(S(=O)(=O)N4CCCC4)c3C)CC2)cc1,-8,5%,-5%
Cc1ccccc1C(=O)Oc1c(Sc2ccccc2)c(C)nn1C(C)(C)C,-18,-1%,-12%
COc1ccc(Nc2nc3ccc(Cl)cc3n3nnnc23)cc1OC,8,19%,40%[activator]
c1ccc(CN2CCN(c3ncnc4c3cnn4-c3ccccc3)CC2)cc1,3,0%,-19%
CCOc1ccc(NS(=O)(=O)c2ccc3[nH]cc(C(=O)N(C)Cc4ccccc4)c(=O)c3c2)cc1,8,17%,-6%
COc1cccc(OCc2nc3ccccc3n2Cc2ccccc2)c1,-3,11%,u
O=C(Cn1nc2c(cc1=O)CCCC2)NCc1ccccc1,14,-7%,u
COc1ccc(CN2C(=O)c3oc4ccc(F)cc4c(=O)c3C2c2ccc(O)cc2)cc1 (configuration not stated),-10,10%,10%
O=C(Nc1ccc2nc(SCC(=O)N3CCOCC3)sc2c1)c1ccc(F)cc1,5,-17%,-23%
COc1ccccc1NC(=O)C1CCN(S(=O)(=O)c2ccc3[nH]c4c(c3c2)CCCCC4)CC1,-1,1%,u
COc1ccccc1NC(=O)C(=O)NCC(c1cccnc1)N1CCc2ccccc2C1 (configuration not stated),6,2%,-10%

# Looked up by structure from the entries so far:
SMILES,DRD3 agonist,HEK293 tox,GLP1R inv ag
COc1cccc(OCc2nc3ccccc3n2Cc2ccccc2)c1,-3,11%,u
COc1cc(C2c3c(oc4ccc(F)cc4c3=O)C(=O)N2c2nc(C)c(C)s2)cc(OC)c1OC (configuration not stated),-6,0%,11%
Cn1c(=O)c2nc(SCC(=O)Nc3cc(Cl)cc(Cl)c3)n(C)c2n(C)c1=O,0,3%,8%
COc1ccc(Nc2nc3ccc(Cl)cc3n3nnnc23)cc1OC,8,19%,40%[activator]

# Next part:
SMILES,DRD3 agonist,HEK293 tox,GLP1R inv ag
COCCCN1C(=O)c2ccccc2CC1(C)C(=O)NC1CCCCC1 (configuration not stated),1,2%,12%
CCc1ccc(CNC(=O)c2cccc(-n3c(C)nc4cccnc43)c2)cc1,4,-6%,-5%
COc1ccc(C)cc1N(C)C(=O)c1c2c(nc3ccccc13)C(=O)N(C1CCCCC1)C2,10,-6%,4%
COc1ccc(NC(=O)C2CCCN(c3ncnc4onc(C)c34)C2)cc1OC (configuration not stated),6,-6%,9%
Cc1cccc(N2CCN(C(=O)c3cccc(-n4c(C)nc5cccnc54)c3)CC2C)c1 (configuration not stated),6,3%,8%
CCOC(=O)c1[nH]c(C)c(CCC(=O)NCc2ccc(OCC)cc2)c1C,-6,1%,-5%
Cc1ccc(-c2cn3c(n2)sc2cc(C(=O)NCc4cccs4)ccc23)c(C)c1,5,8%,19%
COc1ccccc1CNC(=O)c1cc2cccc3c2n1CC(C)S3 (configuration not stated),-3,-11%,u
COc1cccc(NC(=O)CSc2nc(=O)n(Cc3ccccn3)c3c2CCC3)c1,4,-30%,-71%
COc1ccccc1NC(=O)CCCOc1cc(=O)n(C)c2ccccc12,-16,-5%,-1%

# Filtered by structure: the compounds so far containing two or more sulfur atoms (two)
SMILES,DRD3 agonist,HEK293 tox,GLP1R inv ag
O=C(Nc1ccc2nc(SCC(=O)N3CCOCC3)sc2c1)c1ccc(F)cc1,5,-17%,-23%
Cc1ccc(-c2cn3c(n2)sc2cc(C(=O)NCc4cccs4)ccc23)c(C)c1,5,8%,19%

# More results:
SMILES,DRD3 agonist,HEK293 tox,GLP1R inv ag
O=S(=O)(c1ccc(F)cc1)N(CC(O)Cn1c2ccccc2c2ccccc21)c1ccccc1 (configuration not stated),6,-20%,u
COc1cccc(N2CC(NC(=O)CCCc3ccccc3)CC2=O)c1 (configuration not stated),-3,17%,1%
Cc1ccc(Cl)cc1-n1ncc2c(NC3CCCCCC3)ncnc21,-28,-28%,4.5µM*
Cc1cc(C)cc(NC(=O)Nc2ccc3nc(N4CCN(C)CC4)cc(C)c3c2)c1,-22,1%,u
O=C(NCc1ccccc1F)C1CCCN(C(=O)N2CCOc3ccccc32)C1 (configuration not stated),-5,6%,-5%
Cc1ccc(NC(=O)NCc2cccn2Cc2ccccc2)c(C)c1,-7,0%,7%
COc1ccc(Br)cc1CNC(=O)CN1C(=O)CCCc2ccccc21,-13,-7%,u
CCOC(=O)COc1ccccc1C1C(C(=O)OC)=C(C)NC2=C1C(=O)c1ccccc12 (configuration not stated),-1,-8%,5%
COc1ccc(OC)c(CNc2ncnc3c2nc2n3CCCC2)c1,3,-1%,u
Cc1cc(O)c(C(c2ccccc2Cl)N2CCCCC2)c(=O)n1Cc1ccco1 (configuration not stated),7,2%,-10%
CCc1ccc(C2CC(=O)c3c([nH]c(C(=O)OC4CCC(C)CC4)c3C)C2)cc1 (configuration not stated),-3,4%,u
Cc1cc(=O)n2nc(N(C)CC(=O)NCc3ccccc3C)sc2n1,-10,0%,11%
CC(C)(C)c1ccc(C(=O)Nc2ccc3c(c2)CCCN3C(=O)c2cccs2)cc1,7,-25%,u
COc1ccccc1N1CCN(S(=O)(=O)c2ccc(F)c(C(=O)Nc3ccc(C)c(F)c3)c2)CC1,8,-2%,u
CCN(C(=O)C(Cc1ccccc1)NS(=O)(=O)c1cccc2nsnc12)c1ccccc1 (configuration not stated),-10,-3%,-13%
CCCc1ccc(C2Sc3ccccc3NC3=C2C(=O)c2ccccc23)cc1 (configuration not stated),0,u,u
CCC(=O)Nc1nnc(S(=O)(=O)N(C)Cc2ccccc2)s1,-9,0%,9%
CCOC(=O)C1CCC(CN(Cc2ccc(Cl)cc2)S(=O)(=O)c2cc(Cl)cc(Cl)c2)CC1 (configuration not stated),-5,23%,-3%
Cc1ccc(C)c(N2CCN(C(=O)C3CCN(c4nc(-c5ccc(C(C)C)cc5)no4)CC3)CC2)c1,4,-8%,u
CCOC(=O)c1c(S(=O)(=O)N2CCCC(C(=O)Nc3cccc(C#N)c3)C2)c(C)n(C)c1C (configuration not stated),-12,15%,-5%

# Entries of single compounds from above.
# `CCc1ccc(C2CC(=O)c3c([nH]c(C(=O)OC4CCC(C)CC4)c3C)C2)cc1` (configuration not stated) as listed: DRD3 agonist: -3; HEK293 tox: 4%; GLP1R inv ag: u
# `CC(C)(C)c1ccc(C(=O)Nc2ccc3c(c2)CCCN3C(=O)c2cccs2)cc1` as listed: DRD3 agonist: 7; HEK293 tox: -25%; GLP1R inv ag: u
# `Cc1cc(=O)n2nc(N(C)CC(=O)NCc3ccccc3C)sc2n1` as listed: DRD3 agonist: -10; HEK293 tox: 0%; GLP1R inv ag: 11%

# Following part
SMILES,DRD3 agonist,HEK293 tox,GLP1R inv ag
CCc1ccc(-n2c(SCc3ccccc3C)nc3[nH]ncc3c2=O)cc1,10,-14%,u
CC(C)c1cc(-c2nc(-c3ccc(Cl)cc3)no2)n[nH]1,1,0%,u
CC(C)NC(=O)N1[C@H](c2cccs2)[C@@H](C)C(=O)[C@@H](C)[C@@H]1c1cccs1,0,0%,0%
CN1CCN(C2(CNC(=O)COc3ccc(C(C)(C)C)cc3)CCCCC2)CC1,-35,-14%,-29%
COc1cccc2cc(-c3nc(-c4ccc(C)cc4)c(C)s3)c(=O)oc12,0,-3%,1%
Cc1nnc(N2CCC(C(=O)NCc3cccc(Cl)c3)CC2)c2nn(-c3ccccc3)c(C)c12,-21,-14%,-26%
Cc1ccc(-c2nc(CS(=O)(=O)CC(=O)NCCc3ccccc3)c(C)o2)cc1,8,1%,6%
COc1cc(Cl)c(C)cc1NC(=O)C1CCN(c2nc3ccccc3n3cccc23)CC1,3,-16%,u

# Screening data (PubChem)
